Growth percent in the NCI-60 one-dose screen (48 h, 10 µM unless noted): 100 = growth as untreated, 0 = no growth, -100 = all killed.
RPMI-8226: RPMI-8226 leukemia cells | AID 1794781 | hit rate 7.5% among 77,000
A549/ATCC: A549/ATCC NSCLC | hit rate 3.7% among 81,000
M14: M14 melanoma; hit rate 6.2% among 80,000; AID 1794745
EKVX: EKVX NSCLC | hit rate 3% among 71,000 | AID 1794765
CCRF-CEM: CCRF-CEM leukemia; hit rate 7% among 77,000
MOLT-4: MOLT-4 leukemia cells. AID 1794779. hit rate 6.9% among 80,000
HOP-62: HOP-62 NSCLC. hit rate 3.9% among 80,000. AID 1794735
HOP-92: HOP-92 NSCLC cells; hit rate 6.3% among 71,000; AID 1794738
Starred values were filed as active, the others as inactive; · = no result given. How the source made its calls: active means growth percent below 10; inactive means the rest.

SMILES | RPMI-8226 | A549/ATCC | M14 | EKVX | CCRF-CEM | MOLT-4 | HOP-62 | HOP-92
CCCC(=O)Oc1ccc(C(C)(C)C)cc1Br | 106 | 100 | 102 | 114 | 108 | 106 | 102 | 89
CC(=O)Nc1nc(C)c(CCCOc2ccc([N+](=O)[O-])cc2)c(=O)[nH]1 | 79 | 93 | 94 | 108 | 128 | 83 | 85 | 92
Cc1nn2c(-c3nc4cc(Cl)c(Cl)cc4[nH]3)c(-c3ccc(F)cc3)nc2s1 | 21 | 5.5* | 30 | · | 67 | 76 | -37* | -7.5*
O=C(O)Cc1c(-c2ccccc2)n[nH]c1-c1[nH]nc(-c2ccccc2)c1CC(=O)O | 109 | 113 | 115 | 87 | 102 | 106 | 109 | 109
COS(=O)(=O)CCC(=O)Nc1cc(C(=O)Nc2cc(C(=O)NCCC(=O)NC3C(O)C(O)C(CO)O[C@@H]3O)n(C)c2)n(C)c1 (some centres undefined) | 103 | 103 | 108 | 94 | 103 | 103 | 113 | 107
CCCCCCCCCCCCCCCC(=O)OCCCCCCCCCCCCC | 113 | 100 | 108 | 104 | · | 140 | 118 | ·
CC(=O)Nc1cccc(C(=O)O)c1 | 104 | 100 | 104 | 106 | 102 | 96 | 104 | 100
Cn1cc(-c2nn3cc(-c4ccncc4)nc3s2)c2cc(F)ccc21 | 55 | 95 | 93 | 73 | 16 | 37 | 80 | 49
COc1cc2c(cc1OC)C(=O)C(Br)CC2 (centres undefined) | 21 | 80 | 32 | · | 3.4* | 13 | 51 | 20
CCOC(=O)/C(=C\c1ccc(Cl)cc1)P(=O)(OCC)OCC | 49 | 85 | 72 | 76 | 50 | 52 | 129 | 79
COc1cccc(/C=C(\C#N)C(=O)c2ccccc2)c1 | 101 | 103 | 112 | · | · | 115 | 110 | 82
COc1ccccc1N(CCO)CCO | 99 | 91 | 105 | 107 | 102 | 128 | 99 | 84
C=C(CNCCNCCN)[C@@H]1CC[C@]2(COC(C)=O)CC[C@]3(C)[C@H](CC[C@@H]4[C@@]5(C)CCCNC(C)(C)[C@@H]5CC[C@]43C)[C@@H]12 | 54 | 64 | 79 | 69 | 91 | 72 | 95 | 71
O=C(CCn1cc[n+](CC(=O)c2ccc(Br)cc2)c1)Nc1cccc2cccnc12 | 87 | 99 | 96 | 91 | 97 | 94 | 105 | ·
O=c1cc(-c2ccccc2)nc(SCc2ccccc2Cl)[nH]1 | 90 | 85 | 102 | 90 | 91 | 94 | 87 | 78
O/N=C(\CSc1nnc(-c2ccccc2)o1)c1ccc(Cl)cc1 | 99 | 79 | 98 | 104 | 104 | 88 | 75 | 111
c1ccc(CCC2CCCCN2)nc1 (centres undefined) | 92 | 103 | 106 | 109 | 90 | 93 | 111 | ·
Nc1c2c(=S)n(-c3ccccc3)c(=S)n(-c3ccccc3)c2nc(=NCc2ccccn2)n1-c1ccccc1 | 71 | 94 | 106 | 94 | 88 | 77 | 107 | 58
COc1cc2c(c(OC)c1OC)C(=O)/C(=C\c1ccccc1)O2 | 110 | 87 | 101 | 83 | 88 | 69 | 107 | 80
CC12CC[C@@H]3[C@]4(C)COC(c5ccccc5Br)O[C@@H]4CC[C@@]3(C)[C@@H]1CC(C1=CCOC1=O)O2 (some centres undefined) | 50 | 82 | · | 53 | 76 | 56 | 87 | 78
CS(=O)(=O)c1ccc(-n2cc(/C=N/O)c(-c3ccc(Cl)cc3)n2)cc1 | 109 | 100 | 106 | 103 | 100 | 109 | 103 | 113
O=C(NC1CCN(Cc2ccccc2C(F)(F)F)C1=O)c1cc(C(F)(F)F)ccc1O (centres undefined) | 104 | 105 | 97 | 101 | 106 | 98 | 93 | 90
C=CCOc1cccc(/C=C2\SC(=Nc3ccc(O)cc3)NC2=O)c1 | -14* | 19 | 9.9* | 29 | 4.8* | 13 | 26 | 31
C=CCn1c(SCCc2c[nH]c3ccccc23)nnc1-c1ccncc1 | 103 | 99 | 99 | 100 | 102 | 105 | 112 | 75
COc1cc(CNC(=O)CCCC/C=C/C(C)C)ccc1OCc1cn(-c2ccc(C)cc2)nn1 | 74 | 84 | 93 | 85 | 87 | 84 | 86 | 84
Continued:
SMILES | RPMI-8226 | A549/ATCC | M14 | EKVX | CCRF-CEM | MOLT-4 | HOP-62 | HOP-92
CCN(CC)C(=S)Sc1nc2ccccc2s1 | 96 | 104 | 85 | 102 | 90 | 85 | 101 | 92
O=C(O)c1nc(-c2cccc(Br)c2)nc2c(F)cccc12 | 99 | 106 | 100 | 100 | 102 | 106 | 90 | 91
O=C(CCC(=O)c1nc2ncccc2[nH]1)NN1C(=O)CSC1c1ccccc1Br (centres undefined) | 98 | 93 | 93 | 95 | 91 | 98 | 98 | 120
COc1ccc(CCC(=O)N2CC(C)OC(C)C2)cc1OC1CCCC1 (centres undefined) | 105 | 103 | 96 | 96 | 105 | 123 | 97 | 100
COc1ccc(O)c(C(=O)CC(=O)c2ccncc2)c1 | 111 | · | 114 | 67 | 108 | 95 | · | 72
Nc1ccc(C(=O)Nc2cncnc2Oc2cccc(C(F)(F)F)c2)cc1 | 80 | 84 | 111 | 101 | 94 | 91 | 86 | 79
Cc1ccc(S(=O)(=O)N(C)C(CCCOc2ccccc2)CCCOc2ccccc2)cc1 | 65 | 87 | 94 | 84 | 84 | 83 | 85 | 70
C1=C(c2ccccc2)c2ccccc2C1 | · | 106 | 92 | 90 | · | 92 | 94 | 75
Cc1cccc(-n2c(C)nc3c(c(C)nn3-c3ccccc3)c2=O)c1 | 87 | 103 | 100 | 80 | 96 | 98 | 84 | 77
C=C1C(=O)O[C@H]2[C@H]1CC/C(C(=O)NCCCCCNC(=O)/C1=C/CC[C@@]3(C)O[C@H]3[C@H]3OC(=O)C(=C)[C@@H]3CC1)=C\CC[C@@]1(C)O[C@@H]21 | 96 | 95 | 92 | 105 | 105 | 96 | 99 | 105
COc1cccc(-c2cc(-c3ccc(N)cc3)[nH]c(=O)c2C#N)c1 | 114 | 104 | 107 | 98 | 106 | 110 | 88 | 93
CSCc1nc2ccccc2c(C)[n+]1[O-] | 107 | 96 | 100 | 99 | 109 | 98 | 88 | 109
O=C1Nc2ccc([N+](=O)[O-])cc2C1=Nc1ccc(Cl)c(C(F)(F)F)c1 | 119 | 117 | 108 | 98 | 27 | · | 114 | 135
CN1CCN(c2ccc(C(=O)/C=C/c3cc(Br)ccc3F)cc2)CC1 | -25* | 28 | 52 | 56 | -11* | 24 | 77 | 32
OCC1COc2ccccc2O1 (centres undefined) | 121 | 105 | 109 | 109 | 117 | 118 | 101 | 112
CC1CCc2cc(F)cc3c(=O)c(C(=O)O)cn1c23 (centres undefined) | 105 | 104 | 98 | 91 | 109 | 97 | 106 | 92
S=C1SC2=Nc3ccc(Cl)cc3C(c3ccccc3)N2C2=NCCN12 (centres undefined) | 94 | 100 | 143 | 92 | 72 | 90 | 111 | 67
CC(=O)OC1CC2C(C)(C)CCC[C@]2(C)C2=C1C(O)=C(C(C)C)C(=O)C2=O (some centres undefined) | 4.4* | 6.6* | -43* | -16* | 27 | 17 | -40* | -79*
Cc1ccc(S(=O)(=O)Nc2nc(Oc3ccccc3)c(C#N)c(-c3ccc(Cl)cc3)n2)cc1 | 63 | 92 | 91 | 80 | 84 | · | 119 | 86
CCOC(=O)c1ccc(N=C(N)N)cc1 | 98 | 76 | 91 | 95 | 108 | 109 | 79 | 104
c1ccc(-c2nnnn2-c2ccccn2)cc1 | 117 | 103 | 123 | 96 | 107 | 98 | 113 | 97
CCCCn1c(=O)[nH]c(N)c(C(c2ccc(F)cc2)c2c(N)[nH]c(=O)n(CCCC)c2=O)c1=O | 50 | 69 | · | 69 | 58 | 30 | 77 | 82
NS(=O)(=O)c1ccc(Nc2nc(=S)nc(Nc3ccccc3)[nH]2)cc1 | 111 | 110 | · | 105 | 104 | 105 | 109 | 120
O=c1[nH][n+](-c2no[n+]([O-])c2-c2ccccc2)no1 | · | 105 | 98 | 94 | 98 | 100 | 106 | 119
COc1ccccc1/C=C1\COc2ccc(O)cc2C1=O | 4.7* | 85 | 78 | 102 | 6.4* | 21 | 101 | 103
(further entries)
SMILES | RPMI-8226 | A549/ATCC | M14 | EKVX | CCRF-CEM | MOLT-4 | HOP-62 | HOP-92
COc1cccc(-c2nc3sccn3c2-c2ccnc(NCCNC(=O)c3cccc(C(F)(F)F)c3)n2)c1 | 26 | 56 | 46 | 76 | 39 | 48 | 100 | 106
COc1ccc(-c2csc(NC(=O)CN3CCN(CCO)CC3)n2)cc1NS(=O)(=O)c1cccc2c(N(C)C)cccc12 | 36 | 76 | -74* | 81 | 55 | 65 | 80 | 51
COc1ccc2c(c1)/C(=C/c1c(-c3cc(OC)c(OC)c(OC)c3Br)nc3sc(C)cn13)C(=O)N2 | 73 | 106 | 104 | 70 | 67 | 59 | 86 | 38
Clc1ccc(Sc2nc(Cl)nc(NC3CCCC3)n2)cc1 | 93 | 96 | 99 | · | 92 | 93 | 101 | 87
COc1ccc(/C=N/N=C(N)/C(N)=N/N=C/c2ccc(OC)c(S(=O)(=O)O)c2)cc1S(=O)(=O)O | 102 | 88 | 101 | 100 | 89 | 98 | 86 | 88
CCOC(=O)C(C#N)=C1CCN(C)CC1 | 102 | 101 | 105 | 112 | 99 | 59 | 104 | 98
COC(=O)c1ccccc1[N+](=O)[O-] | 109 | 104 | 102 | 106 | 103 | 91 | 100 | 117
COc1ccc(-c2cc(C(=O)N/N=C/c3c[nH]c4ccccc34)no2)cc1 | 91 | 88 | 98 | 89 | 74 | 80 | 97 | 97
COc1cc(C2CC(c3cccc(Nc4ccncc4)c3)=NN2C(C)=O)cc(OC)c1OC (centres undefined) | 94 | 98 | 100 | 87 | 93 | 84 | 91 | 70
Nc1nc(Nc2ccccc2)c2c(n1)-c1ccoc1CC2 | 105 | 82 | 102 | 104 | 112 | 97 | 104 | 94
CCN1CCN(c2nc3ccccc3c3c(=O)c4cc(F)ccc4sc23)CC1 | 65 | 58 | · | 83 | 68 | 28 | 73 | 40
C#Cc1ccc(-n2c(/C=C/c3cc(OC)ccc3OC)nc3ncccc3c2=O)cc1 | 75 | 97 | 99 | · | 88 | 78 | 91 | 107
BrCC(Br)(CBr)CBr | 117 | 100 | 106 | 109 | 109 | 98 | · | 108
NC(=S)N/N=C/c1ccc(N)cc1 | 99 | 76 | 98 | 101 | 87 | 78 | 97 | 89
Cc1ccc2c(n1)C(=O)C(Oc1ccc(C#N)cc1)=CC2=O | 101 | 106 | 94 | 104 | 83 | 97 | 109 | 136
N#Cc1c(-c2ccc(F)cc2)n2c(nc1=O)NNCC2=O | 106 | · | 110 | 103 | 90 | 97 | 97 | 102
Oc1ccc2c(=S)cc(-c3ccc(Br)cc3)oc2c1O | -8.4* | 3.5* | 12 | 88 | 5.4* | 7.9* | 29 | -19*
O=C(Nc1ccc(OCc2nc3ccccc3[nH]2)cc1)Nc1ccc(Cl)c(Cl)c1 | 64 | 83 | 91 | 69 | 68 | 67 | 85 | 56
O=C(Nc1ccsn1)c1ccc(Cl)cc1Cl | 113 | 102 | 111 | 91 | 109 | 108 | 113 | 93
CCCC(CCC)C(=O)O | 104 | 102 | 110 | 106 | 94 | 94 | 121 | ·
Cc1ccc(/C=C2/COC/C(=C\c3ccc(C)cc3)C2=O)cc1 | 75 | 98 | 102 | 107 | 104 | 92 | 122 | 106
Cc1cc2ccccc2cc1Br | 99 | 106 | 113 | · | 91 | 93 | 90 | ·
Cc1ccc2cccnc2c1N | 96 | 111 | 109 | 98 | 97 | 107 | 99 | 96
OC1(c2ccccc2Cc2ccccc2)c2ccccc2Oc2ccccc21 | 82 | 70 | 80 | 78 | 86 | 47 | 81 | 94
Cc1nc(-c2ccccc2)no1 | 105 | 102 | 96 | 107 | 96 | 103 | 111 | 110
O=C(/C=C/c1ccccc1)n1c(-c2ccc(Cl)cc2)nc2ccccc21 | -31* | -5.0* | -37* | · | -24* | 22 | -49* | -39*
O=C(c1ccccc1)c1cccc(C(=O)c2ccccc2)c1 | 90 | 86 | 103 | 100 | 95 | 80 | 98 | 59

Source: PubChem
